ADAM10 inh: inhibits human ADAM10; O14672; recombinant ADAM10, EDANS/DABCYL FRET peptide cleavage, 3 h; inhibition, % at 7 µM; 370,000 compounds, 0.62% hits;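 active means inhibition above a per-campaign cutoff equal to the mean of compounds falling between control-based bounds plus 3 SD, cut at about 20% in these data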;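 further: 0% = DMSO wells while the 100% control is not disclosed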
PLCb3 inh: PLC-beta3 (human) inhibition, primary screen. AID 720704. 370,000 compounds, 0.18% hits. Q01970. Purified PLC-beta3, fluorogenic substrate, fluorescence. inhibition, % at 12.2 µM; in the data active means inhibition above about 11%;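 further: 0% = median of compound wells on plate and 100% = full blocker control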
Target sequence (Q01970 whole entry, looked up): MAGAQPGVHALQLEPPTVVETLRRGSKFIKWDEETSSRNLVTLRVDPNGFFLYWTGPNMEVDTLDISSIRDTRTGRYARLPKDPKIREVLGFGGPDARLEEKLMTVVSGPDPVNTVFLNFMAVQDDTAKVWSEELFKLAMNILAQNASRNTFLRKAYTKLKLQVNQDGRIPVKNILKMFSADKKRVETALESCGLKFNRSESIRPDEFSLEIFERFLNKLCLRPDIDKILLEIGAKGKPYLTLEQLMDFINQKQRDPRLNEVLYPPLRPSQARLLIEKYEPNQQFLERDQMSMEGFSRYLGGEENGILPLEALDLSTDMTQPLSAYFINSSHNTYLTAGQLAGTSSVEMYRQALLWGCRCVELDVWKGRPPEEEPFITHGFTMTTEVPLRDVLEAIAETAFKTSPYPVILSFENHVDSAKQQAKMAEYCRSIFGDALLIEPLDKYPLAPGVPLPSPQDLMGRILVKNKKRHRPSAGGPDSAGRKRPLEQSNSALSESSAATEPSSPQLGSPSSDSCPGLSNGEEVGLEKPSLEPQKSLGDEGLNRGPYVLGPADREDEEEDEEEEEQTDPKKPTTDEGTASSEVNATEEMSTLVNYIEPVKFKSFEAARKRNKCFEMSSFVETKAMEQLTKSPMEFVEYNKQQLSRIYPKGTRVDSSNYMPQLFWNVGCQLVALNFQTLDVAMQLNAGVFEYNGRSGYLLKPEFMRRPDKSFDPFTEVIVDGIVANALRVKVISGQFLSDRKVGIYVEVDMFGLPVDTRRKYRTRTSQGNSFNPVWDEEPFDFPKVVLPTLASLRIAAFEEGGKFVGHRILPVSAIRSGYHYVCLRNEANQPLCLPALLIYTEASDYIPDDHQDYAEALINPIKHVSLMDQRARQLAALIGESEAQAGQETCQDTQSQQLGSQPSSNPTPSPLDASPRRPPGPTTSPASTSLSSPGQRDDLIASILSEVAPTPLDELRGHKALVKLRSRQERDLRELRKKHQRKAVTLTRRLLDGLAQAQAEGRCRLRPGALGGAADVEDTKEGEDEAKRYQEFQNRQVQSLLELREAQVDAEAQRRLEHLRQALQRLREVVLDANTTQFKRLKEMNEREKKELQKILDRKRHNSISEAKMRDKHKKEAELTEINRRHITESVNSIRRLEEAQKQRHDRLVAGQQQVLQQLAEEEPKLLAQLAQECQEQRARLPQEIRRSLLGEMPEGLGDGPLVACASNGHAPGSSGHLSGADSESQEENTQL
DAX1 inh-1: inhibitors of human orphan nuclear receptor DAX1 (NR0B1). 340,000 compounds, 0.99% hits. HEK293 Gal4-DAX1 luciferase reporter, luminescence. inhibition, % at 6.75 µM. AID 504766. P51843;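 active means inhibition above the mean over all tested compounds plus 3 SD, cut at about 4.2% in these data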;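 further: 0% = DAX1-transfected cells with DMSO and 100% = empty-vector control cells with DMSO; inhibition shows as a rise in luminescence from relieved DAX1 repression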
ssDAF-12 act: activates DAF-12 receptor from parasite S. stercoralis; 370,000 compounds, 1% hits; AID 652126; HEK293 ssDAF-12/GRIP1 lit1-tk-luc reporter, luminescence; % of 3 µM dafachronic acid response; activation, % at 6.8 µM;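 active means activation above the mean over all tested compounds plus 3 SD, cut at about 0.9% in these data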;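 further: 0% = DMSO-only wells and 100% = 3 µM delta7-dafachronic acid wells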
DAX1 inh-2: DAX1 (NR0B1) inhibition, primary screen; HEK293T StAR-luciferase reporter, SF-1/DAX-1 repression relief; 370,000 compounds, 1.1% hits; inhibition, % at 6.8 µM; AID 652010;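 active means inhibition above the mean over all tested compounds plus 3 SD, cut at about 3.6% in these data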;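 further: 0% = DAX-1 cells with DMSO and 100% = cells lacking DAX-1 with DMSO; higher inhibition means more luminescence from relief of DAX-1 repression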
PLCg1 inh: blocks human PLC-gamma1 enzyme activity | inhibition, % at 12.2 µM | purified PLC-gamma1, fluorogenic substrate, fluorescence | 370,000 compounds, 0.84% hits; in the data active means inhibition above about 9.5%
hgDAF12 agonist: hgDAF-12 agonism, primary luciferase screen | activation, % at 6.8 µM | AID 687014 | HEK293 GAL4-hgDAF12 UAS-luciferase reporter, agonist luminescence; normalized to butyrate control | 370,000 compounds, 1.8% hits;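 active means activation above a cutoff set at the mean of all screened compounds plus 3 SD, cut at about 10% in these data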;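 further: 0% = DMSO wells and 100% = sodium butyrate wells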
GAA850 FXN act: activators of GAA850 frataxin (FXN) promoter; AID 540364; HEK293 lucGAA850 FXN promoter luciferase reporter, 24 h; percent of 10 µM SAHA response; 360,000 compounds, 0.56% hits; activation, % at 6 µM;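 active means activation above the average of all compounds screened plus 3 SD, cutoff fixed separately per campaign, cut at about 7.5% in these data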;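 further: 0% = DMSO wells and 100% = 10 µM SAHA wells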
HGIII-sPLA2 inh: Inhibits HGIII-sPLA2 liposome hydrolysis, primary screen; AID 743126; 370,000 compounds, 0.56% hits; Q9NZ20; QFRET BODIPY PC-A2 liposome hydrolysis, fluorescence; inhibition, % at 12.2 µM;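 active means inhibition above mean plus 3 SD of compounds lying within the high and low control bounds, cut at about 19% in these data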;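 further: 0% = median of test compound wells and 100% = no enzyme DMSO wells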
ADAM17 inh: ADAM17 inhibition, QFRET primary screen | P78536 | recombinant ADAM17, EDANS/DABCYL FRET peptide cleavage | inhibition, % at 6.95 µM | 370,000 compounds, 0.83% hits;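 active means inhibition above the mean of compounds lying between control limits plus 3 SD, set per campaign, cut at about 8.5% in these data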;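 further: 0% = DMSO-only wells as the low control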
hcDAF12 agonist: activators of H. contortus DAF-12 nuclear receptor; 370,000 compounds, 1.4% hits; HEK293 hcDAF-12 lit1-tk-luc reporter, luminescence; 0% DMSO, 100% Δ7-dafachronic acid; activation, % at 6.8 µM; AID 652067;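 active means activation above the mean of all tested compounds plus 3 SD, cut at about 5.5% in these data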;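 further: 100% = response to 3 µM Δ7-dafachronic acid high control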
* hit, by the source's call; . = not tested or not shown. Compounds as they come, and some 6.9% of all compounds hit somewhere here.

SMILES	ADAM10 inh	PLCb3 inh	DAX1 inh-1	ssDAF-12 act	DAX1 inh-2	PLCg1 inh	hgDAF12 agonist	GAA850 FXN act	HGIII-sPLA2 inh	ADAM17 inh	hcDAF12 agonist
CC1(C)CC2CC(C)(CN2S(=O)(=O)c2ccc(C(=O)Nc3cc(S(=O)(=O)N4CCOCC4)ccc3Cl)cc2)C1 (centres undefined)	0.8	0.5	-4.2	-2.8	-1.8	4.0	-2.8	-3.5	-16.0	2.1	-4.6
COc1ccc(Cl)cc1-c1cc(C(=O)NCc2ccc(C(F)(F)F)cc2)[nH]n1	16.3	0.3	.	-1.4	-0.9	5.3	0.9	-0.2	-11.9	4.2	1.3
COc1ccc(/C(C)=N/NC(=O)CNC(=O)Cc2ccccc2)c(OC)c1	0.9	-4.6	1.2	-1.8	0.0	2.5	2.4	-1.8	-6.0	-1.8	0.9
CCCC1CCC2(CCCN2CCOC(=O)Nc2ccc(F)cc2)CC1 (centres undefined)	-2.6	-0.8	.	-1.9	.	0.6	3.3	.	-18.6	-3.6	-1.4
Cc1nc([N+](=O)[O-])cn1CC(=O)c1ccc(Cl)cc1	1.5	-6.2	1.4	-1.2	-0.3	-0.6	-0.4	1.4	-22.5	-1.1	-1.3
O=C(Nc1cccc(N2C(=O)C=CC2=O)c1)c1cccs1	2.1	-11.1	0.5	-0.1	-0.7	3.5	1.9	3.1	-3.4	0.2	0.9
Cc1cc(C)cc(NC(=O)NCc2ccccn2)c1	-9.1	-11.9	-0.2	0.2	1.4	-3.4	3.9	1.3	7.1	-1.9	0.2
C=CCOC(=O)CSCC(NC(=O)OC(C)(C)C)C(=O)OCC (centres undefined)	-2.3	-3.7	-0.2	-1.3	0.3	-1.1	-1.9	-2.0	-4.1	-1.7	-1.9
O=C(Nc1ccccc1)c1ccccc1O	-84.5	-11.7	0.8	-0.3	0.8	-10.2	3.4	3.3	-1.5	-29.1	3.1
CCOc1ccc(N2C(=O)c3ccc(C(=O)OCC(=O)N(CC)C4CCS(=O)(=O)C4)cc3C2=O)cc1 (centres undefined)	-4.6	0.9	3.5	-0.9	-0.8	0.1	-0.1	-0.9	-0.9	-0.6	0.2
COc1cc(NS(=O)(=O)c2cn(C)cn2)cc(OC)c1OC	-3.7	-3.7	0.4	-1.1	0.2	4.7	0.1	-0.5	1.3	3.5	1.1
CC(C)c1ccc(N(C(=O)c2snc(C(N)=O)c2N)C(C(=O)NC2CCCC2)c2ccncc2)cc1 (centres undefined)	-26.9	-49.3	-1.1	-0.7	0.6	-30.6	5.4	0.1	6.2	-10.8	3.5
C=CCC1(CC=C)CCCN1C(=O)c1cc(COc2ccccc2SC)on1	-2.4	-7.9	-0.6	-1.5	-1.5	0.8	1.2	0.1	-14.5	-0.7	-1.2
COCCNC(=O)c1ccc(C)cc1C	-0.1	0.7	-0.3	-1.4	-0.1	0.4	1.0	2.4	-1.1	-3.2	-1.5
CCOc1ccccc1OCCCC(=O)Nc1nc2ccccc2[nH]1	10.8	12.7*	-0.1	-0.8	1.1	4.9	4.3	-0.5	-0.6	-2.1	2.6
Cc1ccc(CNC(=O)C2CCN(C(=O)Nc3ccc(C)cc3)CC2)cc1	9.6	-2.9	-0.5	-1.2	-0.1	2.2	0.0	3.0	-1.4	0.1	-2.3
Cc1cc(Cl)ccc1OCC(=O)N[C@@H](Cc1ccccc1)c1nc2ccccc2[nH]1	1.2	0.4	-1.2	-0.6	0.3	0.4	1.2	2.5	8.1	-3.3	3.8
CN1CCCN(C(=O)CNC(=O)Cc2ccccc2)CC1	11.2	-2.2	0.8	-0.3	0.7	0.5	-2.1	-1.7	2.9	-2.5	-0.5
COC(=O)CCCCCC(CCC(=O)OC)NC(C)=O (centres undefined)	3.8	0.6	1.0	-1.5	0.1	0.9	1.6	-1.8	-4.0	2.3	0.6
Cc1ccc(S(=O)(=O)NCC(=O)OCC(=O)Nc2ccc3c(c2)OCCO3)cc1	-9.8	-12.7	0.1	-0.8	-2.6	-3.3	0.4	-0.1	-3.0	3.0	0.3
COc1ccc(S(=O)(=O)Nc2cccc3c2O[C@@H](CN(C)CC2CC2)[C@@H](C)CN([C@@H](C)CO)C3=O)cc1	-1.0	-0.3	1.8	-1.3	0.2	1.1	2.1	-1.5	3.0	-2.1	-0.4
O=C(CC[C@H]1O[C@@H](n2ccc(=O)[nH]c2=O)[C@H](O)[C@@H]1O)N[C@H](Cc1ccccc1)C(=O)NCC1CCCO1 (some centres undefined)	-0.3	5.5	.	-1.3	-0.8	3.2	1.4	.	-2.7	0.1	-0.7
Cc1ccc(C(CC(=O)O)Nc2nc(N3CCOCC3)nc(N3CCOCC3)n2)cc1 (centres undefined)	4.1	1.2	0.2	-1.0	0.0	2.8	-0.5	1.7	-4.3	1.6	0.1
CCCNC(=O)c1cc(Cl)c(NC(=O)C2=C(C)OCCS2)cc1OC	8.5	-1.0	-0.1	-1.1	-0.6	2.2	1.6	5.4	2.2	-1.0	-2.2
COc1ccccc1-c1nnc(SC(C)C(=O)N2CCOCC2)o1 (centres undefined)	-9.4	-7.1	0.1	-0.7	0.7	1.3	1.7	-0.3	6.1	-1.2	4.9
CC(=O)NC(c1cccc(F)c1)c1nc(-c2cccc(C(=O)O)c2)cs1 (centres undefined)	-29.0	-90.9	.	-0.5	1.8	-74.0	5.6	0.7	5.5	-7.7	0.1
COCCC1CCCCN1C(=O)c1ccc(OC)c(OC2CCN(C(C)=O)CC2)c1 (centres undefined)	4.5	-6.6	0.3	-0.9	-0.4	0.8	-1.0	-1.8	0.9	0.6	0.5
CCc1nc2c(OCC(=O)C(C)(C)C)cccn2c1N(C=O)CC(=O)N(C)C	-26.6	-13.9	.	-1.0	-0.4	-9.5	3.8	-0.3	-9.9	-8.8	-2.2
CCN(CC(=O)Nc1ccc(OC)cc1)C(=O)c1ccc(N2CCCC2=O)cc1	-8.0	-1.4	0.6	-0.7	-4.3	2.2	-2.3	1.5	2.5	-4.6	-0.5
Cc1cccc(OCC(=O)N2CCC(c3ccccc3)C2)c1 (centres undefined)	-2.2	-0.9	0.9	-1.1	1.5	1.4	10.5*	2.1	-8.5	-1.5	3.2
O=C(CSc1nc(C2CC2)nc2c1cnn2-c1ccccc1)Nc1c[nH]c(=O)[nH]c1=O	1.1	0.8	.	-1.4	-1.4	1.5	4.8	3.8	-12.0	-1.3	0.0
COCCNC(=S)NNC(=O)c1ccco1	0.8	1.4	-0.9	-1.6	-0.3	-0.6	2.5	-2.4	-1.9	-2.4	2.0
CC(=O)Nc1ccc2c(c1)OCCOCCOc1cc(NC(C)=O)ccc1OCCOCCOCCO2	7.5	4.3	.	-0.3	-0.9	3.4	-2.0	.	6.5	-2.6	-2.7
Cc1ccc(NC2CCCN(C(=O)CCC3=NNC(=O)CC3)C2)cc1C (centres undefined)	-7.4	-4.0	0.4	-1.5	-0.5	-1.2	-0.6	2.1	3.7	-5.6	-0.8
CCCCN1C(N)=NC[C@@H]1C(C)O (some centres undefined)	4.1	0.4	1.4	-1.1	0.0	3.5	-0.4	0.5	3.6	-0.4	-0.5
COc1ccc(S(=O)(=O)NNC(=O)c2cc3c4ccccc4n(C)c3s2)cc1	-8.1	-0.1	1.2	-0.2	0.1	1.7	-0.8	-0.1	-5.6	0.6	1.5
Cc1ccc(NS(=O)(=O)c2cc(NC(=O)c3cc4c(s3)CCCC4)ccc2C)c(C)c1	-5.7	-1.0	-0.7	-1.7	0.3	-0.2	-0.1	0.7	-3.5	-3.5	-0.7
COc1ccc(NC(=O)C23CC4CC(C2)CC(n2cnc(Br)n2)(C4)C3)c(C)c1	2.1	2.6	1.2	-1.3	-0.1	0.0	-0.8	0.6	1.5	-5.5	0.4
N#C/C(=C\c1ccc(N2CCOCC2)o1)C(=O)N1CCOCC1	1.9	-24.2	-0.6	-0.7	1.2	-10.2	1.1	0.5	-8.2	0.8	0.8
COc1ccc(S(=O)(=O)N2CCC(C(=O)NCC3CCCO3)CC2)cc1 (centres undefined)	-6.0	4.4	1.3	-1.0	1.4	1.0	0.2	1.3	2.1	-1.8	0.5
COc1ccc(S(=O)(=O)N2CCc3ccccc32)cc1C(=O)OCC(=O)c1c(N)n(C)c(=O)n(C)c1=O	-37.0	-4.8	1.5	-0.4	0.6	-0.8	2.4	3.0	6.8	-4.5	2.6
CCOC(=O)CC1COCCN1Cc1cn[nH]c1-c1cc(OC)c(OC)c(OC)c1 (centres undefined)	9.9	-3.8	2.2	-1.1	0.3	3.6	-3.6	0.9	-0.6	-2.9	0.1
OC[C@@H]1CN(Cc2cccs2)C[C@H](n2cnc3c(N4CCOCC4)ncnc32)O1	8.6	1.3	.	-0.4	-1.0	-4.7	0.9	1.4	4.5	-1.4	-0.7
O=C(CCl)N1c2ccccc2OCC1c1ccccc1 (centres undefined)	2.3	4.4	1.3	-1.2	0.1	6.1	-0.3	0.4	1.3	0.0	0.3
CN(C)CCCNC(=O)c1cc(S(=O)(=O)N2CCOCC2)ccc1F	1.6	0.3	1.5	-1.3	-0.9	-2.3	-0.1	0.9	-0.4	-4.9	-0.4
CC(=O)NCCn1c(SCC(=O)NCC2CCCO2)nc2ccccc2c1=O (centres undefined)	3.4	0.4	0.6	-1.2	0.1	3.8	0.9	-1.4	-0.3	1.3	0.2
CCC/C(=C1/c2ccccc2C(=O)N1c1ccccc1)c1ccc2[nH]ccc2c1	-11.2	-168.4	-1.9	-1.5	-1.9	-118.9	-1.7	-2.6	-5.6	-5.3	-0.4
O=c1[nH]c2ccc(Cl)cc2[nH]1	-11.7	-0.3	0.1	-0.8	0.7	-2.0	0.4	0.6	9.8	-6.8	2.2
CC1CCCC(NC(=O)C2CCCN2S(=O)(=O)c2cccc3nsnc23)C1C (centres undefined)	3.0	1.4	-1.8	-1.2	0.3	1.4	-0.6	-0.8	1.4	-1.0	1.1
NC(=O)[C@H]1CC2(CC(c3cccc(NC(=O)COc4ccc(Cl)cc4)c3)=NO2)CN1C(=O)c1ccccc1C(=O)c1ccccc1 (some centres undefined)	13.0	5.6	-1.2	-1.9	-0.5	4.2	-2.5	0.8	-42.8	8.7*	-0.7
O=C(NCCCn1ccnc1)c1cccc(S(=O)(=O)N2CCCCCC2)c1	-3.8	4.2	-0.7	-1.4	-0.8	-1.6	-1.5	1.2	-6.2	-7.1	-1.3
CCCCOc1ccc(C(=O)Nc2ccc(N3CCN(C(=O)C(C)C)CC3)cc2)cc1	10.9	-1.1	-0.1	-1.3	-1.2	9.1	-1.1	0.4	-1.1	2.3	-1.2

From PubChem BioAssay
